Assay outcomes: PubChem BioAssay, The Scripps Research Institute Molecular Screening Center
OXTR potentiator: human OXTR potentiation; actives 0.061% (n = 320,000); activation, % at 3 µM; P30559; CHO-OTR cells, Fluo-8 calcium fluorescence, potentiator mode; 0% = oxytocin EC15, 100% = EC100;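 active = activation above that plate's cutoff, the mean activation of tested compounds plus 3 SD, cut at about 6.6% in these data, passing the limit was not always enough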;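 note: 100% uses oxytocin at 75 nM as the full agonist control; some results filed as inactive read as strong as hits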
Target sequence (P30559 whole entry, looked up): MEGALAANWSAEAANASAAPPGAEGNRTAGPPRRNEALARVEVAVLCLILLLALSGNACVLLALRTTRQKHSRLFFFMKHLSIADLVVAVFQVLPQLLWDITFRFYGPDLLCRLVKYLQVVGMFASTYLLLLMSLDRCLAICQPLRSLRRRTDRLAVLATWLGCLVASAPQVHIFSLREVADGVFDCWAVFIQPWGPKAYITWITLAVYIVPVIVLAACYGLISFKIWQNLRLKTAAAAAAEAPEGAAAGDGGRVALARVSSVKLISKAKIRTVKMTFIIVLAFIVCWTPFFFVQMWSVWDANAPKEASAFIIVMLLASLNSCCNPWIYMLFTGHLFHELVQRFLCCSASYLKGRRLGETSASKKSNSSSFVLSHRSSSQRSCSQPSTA
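Measured by – Fluo-8 calcium dye fluorescence · Test system – human OTR in CHO cells · Dosing – one concentration, 3.0 µM compound · Controls – EC15 oxytocin alone as 0%, 75 nM oxytocin as 100% · Evaluation – normalized max/min fluorescence ratio, % activation · Timing – 6 min pre-incubation, 100 s read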
CHO parental Ca: counter-screen for OX1R antagonists: effect in parental CHO cells. parental CHO-K1, ATP-induced calcium, Fluo-8 fluorescence. inhibition, % at 5.6 µM. AID 463079. actives 0.63% (n = 330,000);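 active = inhibition above that plate's mean sample inhibition plus 3 SD, cut at about 26% in these data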;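 note: 0% = ATP-challenged DMSO wells and 100% = DMSO wells without ATP; some compounds past the cut are filed as inactive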
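test system = CHO parental line | reagent = ATP stimulus | measured by = intracellular calcium via Fluo-8 no-wash fluorescent dye | control set = ATP and no-ATP DMSO wells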
CHO-K1 Ca PAM: counter-screen for M1 PAMs: effect in parental CHO-K1 cells | ATP EC20, Fluo-8 calcium fluorescence; 0% at ATP EC20, 100% at ATP max | activation, % at 3 µM | actives 0.02% (n = 360,000);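 active = activation above the run cutoff, the mean activation of all test compounds plus 3 SD, cut at about 40% in these data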;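 note: peak over basal fluorescence ratio in a 140 s read after ATP addition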
M1 antag: blocks human M1 muscarinic receptor | inhibition, % at 3 µM | CHO-K1 hM1, Fluo-8 calcium fluorescence, ACh EC80 antagonist | actives 1.3% (n = 360,000) | AID 588852 | P11229;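 active = percent inhibition above its own plate's cutoff, namely the mean of that plate's compound wells plus 3 SD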;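 note: peak over basal fluorescence ratio during 140 s after agonist addition; 0% = ACh EC80 plus DMSO and 100% = DMSO alone without agonist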
TAAR1 antagonist: human TAAR1 antagonism. Q96RJ0. inhibition, % at 3 µM. CHO RD-HGA16 TAAR1, Fluo-8 calcium fluorescence, antagonist. actives 1.5% (n = 360,000);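 active = inhibition above a per-plate cutoff, the mean inhibition of test compounds on that plate plus 3 SD, cut at about 49% in these data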;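 note: 0% = DMSO plus EC80 beta-PEA response and 100% = DMSO alone without agonist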
Target sequence (Q96RJ0 whole entry, looked up): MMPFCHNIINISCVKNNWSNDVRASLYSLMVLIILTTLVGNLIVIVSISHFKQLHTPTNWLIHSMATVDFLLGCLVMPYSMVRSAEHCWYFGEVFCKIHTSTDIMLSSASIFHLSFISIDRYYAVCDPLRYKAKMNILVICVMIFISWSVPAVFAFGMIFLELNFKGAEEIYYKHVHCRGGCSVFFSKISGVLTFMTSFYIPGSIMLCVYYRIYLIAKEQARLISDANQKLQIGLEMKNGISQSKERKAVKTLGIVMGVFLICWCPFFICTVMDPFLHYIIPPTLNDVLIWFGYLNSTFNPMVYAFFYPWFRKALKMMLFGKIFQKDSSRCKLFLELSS
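Test system – hTAAR1-expressing CHO RD-HGA16 cells, Gα16-coupled · Reagent – β-PEA at EC80 concentration, post-compound challenge · Compound dosing – 3 µM, single point · Timing – 140 s kinetic read after compound, 140 s after agonist · Detection – Fluo-8 intracellular calcium dye fluorescence, real-time kinetic reads · Control set – DMSO and EC80 PEA controls · Repeats – n of 1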
TAAR1 ag: human TAAR1 agonism; Q96RJ0; CHO RD-HGA16 TAAR1, Fluo-8 calcium fluorescence; vehicle wells 0%, saturating PEA agonist 100%; activation, % at 3 µM; actives 0.99% (n = 360,000); AID 624467;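 active = activation above the mean activation of all test compounds in the run plus 3 SD, cut at about 38% in these data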
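Assay system: CHO-derived RD-HGA16 cells with stable Gα16 and human TAAR1; timing: 17-24 h seeding, 75 min 37 °C dye, 30 min RT; read-out: % activation from peak over basal fluorescence ratio, DMSO-to-PEA scaled; measured by: kinetic Fluo-8 calcium fluorescence; benchmarks: low control DMSO, high control PEA (EC100); doses: 3 µM single concentration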
CHO-K1 Ca antag: counter-screen for M1 antagonists: effect in parental CHO-K1 cells. ATP-induced calcium, Fluo-8 fluorescence. actives 0.6% (n = 360,000). inhibition, % at 3 µM. AID 602250;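 active = inhibition above a per-plate cutoff, the plate's mean sample inhibition plus 3 SD, cut at about 24% in these data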;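 note: 0% = DMSO plus EC80 ATP and 100% = DMSO alone without ATP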
CHRM1 agonist: agonists of human M1 muscarinic receptor | P11229 | CHO-K1 hM1, Fluo-8 calcium fluorescence, agonist mode; 0% DMSO, 100% acetylcholine EC100 | activation, % at 3 µM | actives 0.33% (n = 360,000) | AID 588814;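 active = activation above the run's mean compound activation plus 3 SD, cut at about 16% in these data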;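 note: peak over basal fluorescence ratio within a 140 s kinetic read after compound addition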
CHO-K1 Ca ag: counter-screen for M1 agonists: effect in parental CHO-K1 cells | activation, % at 3 µM | Fluo-8 calcium fluorescence; scaled to maximal ATP response, vehicle zero | AID 602248 | actives 0.48% (n = 360,000); in the data active = activation above about 15%;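 note: untransfected CHO-K1 host cells lacking M1 receptor as counterscreen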
The depositor's hits bear a star; · = no result given.

#1 O=C(NCc1ccccc1)c1c(Cl)nc(Cl)c(Cl)c1Cl
#2 CCN(CC)S(=O)(=O)c1ccc(N2CCOCC2)c(NC(=O)C2CCCO2)c1 (configuration not stated)
#3 COc1ccccc1C(C)NC(=O)CCNC(=O)c1ccc(Cl)cc1 (configuration not stated)
#4 CCOC(=O)c1c(NC(=O)COC(=O)c2ccccn2)sc(C(=O)N(C)C)c1C
#5 N#C/C(C(=O)Oc1ccccc1)=C1/Nc2ccccc2-c2ccccc21
#6 COc1ccc(CN2CCCC2C(=O)Nc2ccc(OC)c(OC)c2)cc1OC (configuration not stated)
#7 CCOc1ccccc1OCC(=O)Nc1cccc(S(=O)(=O)NC2=NCCCCC2)c1
#8 COc1ccccc1-n1c(SCC(=O)c2ccc(O)cc2O)nc2cc([N+](=O)[O-])ccc21
Compound	1	2	3	4	5	6	7	8
OXTR potentiator	-3	-3	-1	-1	·	8	-4	-10
CHO parental Ca	1	-13	-22	-35	·	-2	-22	8
CHO-K1 Ca PAM	-10	4	10	5	22	-9	7	-10
M1 antag	16	-9	-3	2	-17	-41	-5	2
TAAR1 antagonist	9	-6	-3	43	1	-3	-9	9
TAAR1 ag	-3	0	5	9	10	4	6	9
CHO-K1 Ca antag	13	0	-12	-4	-15	-22	-13	18
CHRM1 agonist	-11	-1	-3	0	-3	6	8	-3
CHO-K1 Ca ag	-0.4	0.1	1.0	4.5	0.2	0.3	4.9	0.8

#9 Cc1ccc(C(=O)C2Oc3ccccc3C3CC(c4ccc(C)cc4)=NN23)cc1 (configuration not stated)
#10 Cc1ccc(CSC2=NCCN2S(=O)(=O)c2ccc(C)cc2)cc1
#11 O=C(CN1C(=O)NC2(CCCC2)C1=O)Nc1cc(C(F)(F)F)ccc1N1CCOCC1
#12 Cc1cccc(CCNC(=O)C2CCN(S(=O)(=O)c3cccc4cccnc34)CC2)c1
#13 COc1cc(-c2cn(S(=O)(=O)c3cccc4nsnc34)nc2N)cc(OC)c1OC
#14 Cc1ccc(CNC(=O)c2cccnc2Cl)cc1
#15 NC(=O)C1=C[C@@H](c2ccccc2)C[C@@H](OCc2ccc(CO)cc2)O1
#16 COC(=O)C1=C(C(=O)OC)[C@@H]2N(C)c3ccc(OC)cc3[C@@]23C[C@@H](C(=O)OC)N(C(=O)CC(C)C)C3=N1
Compound	9	10	11	12	13	14	15	16
OXTR potentiator	-10	·	3	-8	-7	-15	-12	-4
CHO parental Ca	-9	·	-15	-6	-18	-1	-9	-23
CHO-K1 Ca PAM	16	-15	-14	-7	26	12	2	-2
M1 antag	-9	-21	-20	5	-10	1	9	10
TAAR1 antagonist	-5	6	-18	-2	12	1	6	-10
TAAR1 ag	4	0	3	9	7	3	15	6
CHO-K1 Ca antag	2	3	4	3	-12	1	10	-7
CHRM1 agonist	-7	-5	-1	0	4	-6	-1	-4
CHO-K1 Ca ag	1.6	0.0	0.0	2.7	1.2	1.3	0.1	-0.5

#17 COc1ccc(-c2csc(C(C)(O)c3ccc(OC)cc3)n2)cc1 (configuration not stated)
#18 CN(c1ccc(OCC(=O)N2CCCC2)cc1)S(=O)(=O)c1ccc(Cl)cc1
#19 CCCCNC(=O)c1oc2ccc(S(=O)(=O)N3CCCC3)cc2c1C
#20 CCCc1c(O)c2ccccc2n(-c2ccccc2)c1=O
#21 Cc1ccc(C)c(NC(=O)CCCCCN2C(=O)[C@@H]3Cc4ccccc4CN3C2=O)c1
#22 O=C(CCC(=O)N(CC(=O)NC1CCCCC1)Cc1ccccc1)Nc1ccccn1
#23 C=CCNc1nc2c(c(=O)[nH]c(=O)n2C)n1CCOc1ccccc1
#24 COc1ccc(C(C)(C)C)cc1NC(=O)CCN1C(=O)C2CCCCC2C1=O (configuration not stated)
Compound	17	18	19	20	21	22	23	24
OXTR potentiator	·	-3	5	0	-6	2	1	6
CHO parental Ca	·	-15	-18	-5	-15	-20	1	-14
CHO-K1 Ca PAM	14	7	-9	14	21	20	16	15
M1 antag	-11	-5	-3	-33	-4	-3	-13	-14
TAAR1 antagonist	13	-24	-3	22	1	-8	13	-4
TAAR1 ag	0	11	3	4	0	8	0	12
CHO-K1 Ca antag	-11	-8	-12	-2	-2	-18	-9	-30
CHRM1 agonist	1	-1	-1	1	-3	-3	0	-3
CHO-K1 Ca ag	2.7	1.9	5.1	0.3	0.2	1.2	0.8	0.8

#25 CCc1ccccc1NC(=O)CCCN1C(=O)C2CC=CCC2C1=O (configuration not stated)
#26 CC(=O)c1cccc(OCCN2C(=O)NC(C)(C)C2=O)c1
#27 CC12CCC(=O)N1C(C(=O)N1CCN(S(=O)(=O)c3cccc(C(F)(F)F)c3)CC1)CS2 (configuration not stated)
#28 O=C(CNc1cccc(Br)c1)Nc1ccc(S(=O)(=O)N2CCCCC2)cc1
#29 CCCCCCCC(=O)NNC(=O)c1ccc(F)cc1
#30 CCOC(=O)c1c(C)nc2sc(C(N)=O)c(N)c2c1-c1ccccc1
#31 CCC(C)Cn1c(C(C)C)nc2ccccc21 (configuration not stated)
#32 CN(C(=O)COC(=O)c1cc([N+](=O)[O-])ccc1Sc1ccccc1)C1CCS(=O)(=O)C1 (configuration not stated)
Compound	25	26	27	28	29	30	31	32
OXTR potentiator	-3	-6	-3	·	-1	-5	-2	-6
CHO parental Ca	-7	-9	-4	·	-9	0	-11	-6
CHO-K1 Ca PAM	17	-6	-30	13	3	-2	17	8
M1 antag	-18	-6	6	-13	-5	-8	-11	-7
TAAR1 antagonist	-18	6	-14	-9	-6	4	13	2
TAAR1 ag	0	5	1	10	8	6	4	4
CHO-K1 Ca antag	-20	-9	18	-1	18	-1	-3	-1
CHRM1 agonist	-2	-1	-1	-1	-1	-3	-8	-14
CHO-K1 Ca ag	1.3	0.1	0.0	4.9	-0.3	1.0	0.4	0.2

Entries from the list above that have four or more nitrogen atoms, in the order listed:
#11 O=C(CN1C(=O)NC2(CCCC2)C1=O)Nc1cc(C(F)(F)F)ccc1N1CCOCC1
#13 COc1cc(-c2cn(S(=O)(=O)c3cccc4nsnc34)nc2N)cc(OC)c1OC
#22 O=C(CCC(=O)N(CC(=O)NC1CCCCC1)Cc1ccccc1)Nc1ccccn1
#23 C=CCNc1nc2c(c(=O)[nH]c(=O)n2C)n1CCOc1ccccc1
Compound	11	13	22	23
OXTR potentiator	3	-7	2	1
CHO parental Ca	-15	-18	-20	1
CHO-K1 Ca PAM	-14	26	20	16
M1 antag	-20	-10	-3	-13
TAAR1 antagonist	-18	12	-8	13
TAAR1 ag	3	7	8	0
CHO-K1 Ca antag	4	-12	-18	-9
CHRM1 agonist	-1	4	-3	0
CHO-K1 Ca ag	0.0	1.2	1.2	0.8

Carrying on:
#33 COc1ccc(/C=N/NC(=O)c2cccc(Br)c2)cc1COc1ccccn1
#34 CC(C)(C)NC(=O)C1(N2C(=O)c3ccccc3C2=O)CCCC1
#35 O=C(N/N=C/c1c(O)ccc2ccccc12)c1ccc[n+](CCO)c1
#36 CCOC(=O)c1cc2c(=O)n3ccccc3nc2n(CCOC)c1=NC(=O)c1ccncc1
#37 CCOc1ccc(/C=C(\C#N)C(=O)NC2CC2)c(OCC)c1
#38 O=C(CCCn1c(=O)[nH]c2ccc(Br)cc2c1=O)NCc1ccc(Cl)cc1
#39 C[C@H](NC(=O)c1ccccc1Cl)C(=O)OCCOc1cccc(Cl)c1
#40 COc1ccccc1NC(=O)/C(=C\c1cccnc1)NC(=O)c1ccccc1
Compound	33	34	35	36	37	38	39	40
OXTR potentiator	-12	·	1	-14	-5	-2	-14	-3
CHO parental Ca	-19	·	0	-12	-29	-16	-3	-11
CHO-K1 Ca PAM	6	3	23	2	20	5	1	16
M1 antag	-1	-9	-12	2	7	-4	-3	-8
TAAR1 antagonist	14	-9	1	6	-51	-2	10	4
TAAR1 ag	-1	2	3	15	3	8	8	0
CHO-K1 Ca antag	-3	1	-16	6	-1	-13	-10	-14
CHRM1 agonist	-3	-4	-6	-2	-3	-3	-4	-4
CHO-K1 Ca ag	2.8	-0.2	-0.2	1.3	5.6	0.6	1.7	3.0

Another view of some results above:
Screens in order – OXTR potentiator	CHO parental Ca	CHO-K1 Ca PAM	M1 antag	TAAR1 antagonist	TAAR1 ag	CHO-K1 Ca antag	CHRM1 agonist	CHO-K1 Ca ag
33) COc1ccc(/C=N/NC(=O)c2cccc(Br)c2)cc1COc1ccccn1
    -12	-19	6	-1	14	-1	-3	-3	2.8
34) CC(C)(C)NC(=O)C1(N2C(=O)c3ccccc3C2=O)CCCC1
    ·	·	3	-9	-9	2	1	-4	-0.2

Going on with the list.
#41 CSc1ccccc1C(=O)NCCCn1ccnc1
#42 O=C(COC(=O)CNC(=O)c1ccc(Br)o1)Nc1ccc2c(c1)OCCO2
#43 CC(C)C(NC(=O)c1cccs1)C(=O)NC1CCCCC1 (configuration not stated)
#44 COc1ccc(-c2nnn(CC(=O)c3ccc4c(c3)OCCO4)n2)cc1OC
#45 Cc1ccc(CN2CCN(Cc3cnc(C)s3)CC2CCO)o1 (configuration not stated)
#46 S=c1[nH]nc(-c2cnccn2)n1-c1ccccc1
#47 Cc1ccc(NC(=O)c2ccc(S(=O)(=O)N3CCCC3)cc2)cc1
#48 O=C(O)c1ccc(N=NNc2cccc([N+](=O)[O-])c2)cc1
Compound	41	42	43	44	45	46	47	48
OXTR potentiator	-1	-7	-3	-17	-12	2	-4	-6
CHO parental Ca	-4	5	-5	16	-12	-6	-19	-10
CHO-K1 Ca PAM	20	3	-14	13	-9	1	6	3
M1 antag	0	-1	1	5	0	-15	-14	-7
TAAR1 antagonist	3	20	-12	13	7	-25	4	-13
TAAR1 ag	0	6	8	18	8	6	5	6
CHO-K1 Ca antag	-6	5	1	2	12	2	4	-2
CHRM1 agonist	-5	4	-3	-3	-10	-2	-3	5
CHO-K1 Ca ag	0.8	0.6	0.3	2.9	-0.5	0.0	1.6	0.7

#49 CC(C)(C)NS(=O)(=O)c1ccc(NC(=S)NC(=O)C2CCC2)cc1
#50 Nc1ccn(Cc2ccc(F)cc2)n1
#51 COc1ccc(CC(=O)OCC(=O)NCCNC(=O)COC(=O)Cc2ccc(OC)cc2)cc1
#52 COc1cccc(-n2c(SCC(=O)NCCC3=CCCCC3)nc3n[nH]c(C)c3c2=N)c1
Compound	49	50	51	52
OXTR potentiator	-13	-6	-10	-20
CHO parental Ca	10	-10	-8	-3
CHO-K1 Ca PAM	5	6	16	·
M1 antag	-4	-13	-10	·
TAAR1 antagonist	-1	2	-7	14
TAAR1 ag	5	2	1	2
CHO-K1 Ca antag	-7	-16	-9	·
CHRM1 agonist	1	-4	-1	·
CHO-K1 Ca ag	5.1	1.5	2.7	·
